GSTO1 counter: counter-screen for RBBP9 inhibitors: inhibitors of human GSTO1. inhibition, % at 5.96 µM. recombinant GSTO1, activity-based probe fluorescence polarization. 300,000 tested, 1.1% active. P78417;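 active = inhibition above the campaign mean inhibition plus 3 SD, cut at about 35% in these data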;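 also: 0% = GSTO1-1 with DMSO and 100% = wells lacking GSTO1-1 enzyme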
Target sequence (P78417 whole entry, looked up): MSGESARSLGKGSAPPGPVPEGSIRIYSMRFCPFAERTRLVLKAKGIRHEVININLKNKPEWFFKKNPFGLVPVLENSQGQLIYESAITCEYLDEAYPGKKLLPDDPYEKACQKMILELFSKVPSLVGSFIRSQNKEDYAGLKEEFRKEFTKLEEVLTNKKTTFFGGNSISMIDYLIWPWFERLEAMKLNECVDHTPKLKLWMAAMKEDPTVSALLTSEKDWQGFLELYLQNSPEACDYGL
Fam108B inh: blocks mouse Fam108B hydrolase in RBBP9 counter-screen; recombinant Fam108B, FP-Rh probe fluorescence polarization; 300,000 tested, 0.33% active; inhibition, % at 9.51 µM;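 active = inhibition above the screen mean inhibition plus 3 SD, computed separately per campaign, cut at about 18% in these data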;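 also: inhibitors lower polarization as less probe binds the enzyme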
PAD4 FP inh: blocks human protein arginine deiminase 4. Q9UM07. 330,000 tested, 0.41% active. inhibition, % at 6.36 µM. recombinant PAD4, RCA probe fluorescence polarization;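 active = percent inhibition above a cutoff equal to the mean of all tested compounds plus 3 SD, cut at about 15% in these data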;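 also: 0% = PAD4 with RCA probe and DMSO and 100% = probe without PAD4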
Target sequence (Q9UM07 whole entry, looked up): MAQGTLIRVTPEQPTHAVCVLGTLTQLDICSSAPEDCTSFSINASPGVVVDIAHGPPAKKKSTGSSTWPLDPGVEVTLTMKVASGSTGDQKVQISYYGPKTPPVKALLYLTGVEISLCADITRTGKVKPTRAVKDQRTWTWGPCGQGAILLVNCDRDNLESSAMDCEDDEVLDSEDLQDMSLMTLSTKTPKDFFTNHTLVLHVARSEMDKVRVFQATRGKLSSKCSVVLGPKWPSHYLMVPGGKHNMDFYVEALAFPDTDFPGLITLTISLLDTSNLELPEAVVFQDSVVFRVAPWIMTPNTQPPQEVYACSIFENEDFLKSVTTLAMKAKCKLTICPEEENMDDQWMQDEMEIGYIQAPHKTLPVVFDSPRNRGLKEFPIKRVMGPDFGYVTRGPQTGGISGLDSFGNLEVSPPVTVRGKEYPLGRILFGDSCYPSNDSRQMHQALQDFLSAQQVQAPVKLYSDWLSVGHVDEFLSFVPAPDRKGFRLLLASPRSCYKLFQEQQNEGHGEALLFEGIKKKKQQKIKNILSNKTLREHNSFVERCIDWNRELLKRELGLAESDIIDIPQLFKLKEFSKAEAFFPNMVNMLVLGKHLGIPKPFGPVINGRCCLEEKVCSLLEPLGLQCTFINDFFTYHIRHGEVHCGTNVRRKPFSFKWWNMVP
PAFAH1B3 FP inh: blocks human PAF acetylhydrolase 1B catalytic subunit 3; Q15102; inhibition, % at 3.39 µM; recombinant PAFAH1B3, FP-rhodamine probe, fluorescence polarization; 340,000 tested, 0.28% active;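 active = inhibition above the screen-wide average of all tested compounds plus 3 SD, cut at about 25% in these data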;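 also: 0% = enzyme with DMSO only and 100% = wells lacking PAFAH1B3 protein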
PAFAH2 inh: inhibitors of human PAFAH2. recombinant PAFAH2, FP-rhodamine activity probe, fluorescence polarization. inhibition, % at 3.39 µM. Q99487. 340,000 tested, 0.99% active;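 active = inhibition above the mean over all tested compounds plus 3 SD, cut at about 30% in these data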;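 also: inhibitors block probe labeling of enzyme so polarization drops; 0% = enzyme with DMSO and 100% = wells lacking PAFAH2 protein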
PAFAH1B2 FP inh: inhibitors of human PAFAH1B2 | P68402 | recombinant PAFAH1B2, FP-rhodamine activity probe, fluorescence polarization | inhibition, % at 3.39 µM | 340,000 tested, 1.2% active;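 active = inhibition above the mean of all tested compounds plus 3 SD, cut at about 24% in these data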;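 also: 0% = enzyme with DMSO and 100% = wells lacking PAFAH1B2; many of its hits are not listed in these tables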
pPAFAH FP inh: inhibitors of human plasma PAF acetylhydrolase (pPAFAH); Q13093; recombinant pPAFAH, FP-rhodamine probe fluorescence polarization; 330,000 tested, 1.5% active; inhibition, % at 3.39 µM;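 active = inhibition above the mean inhibition across the screen plus 3 SD, cut at about 25% in these data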;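 also: inhibitors block binding of the rhodamine activity-based probe so polarization drops; 0% = enzyme with DMSO and 100% = wells lacking pPAFAH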
PME-1 inh: blocks human protein phosphatase methylesterase 1 | 320,000 tested, 0.53% active | recombinant PME-1, FP-Rh probe fluorescence polarization | inhibition, % at 5.9 µM | Q9Y570;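 active = inhibition above the campaign mean of all compounds plus 3 SD, cut at about 26% in these data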;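 also: competitive labeling of PME-1 active site by serine hydrolase directed probe; 0% = PME-1 with DMSO and 100% = wells lacking PME-1 enzyme; inhibitors block probe labeling so polarization falls and inhibition rises; many of its hits are not listed in these tables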
LYPLA1 counter: blocks human lysophospholipase 1, a PME1 counter-screen | O75608 | recombinant LYPLA1, FP-Rh probe fluorescence polarization | inhibition, % at 5.9 µM | 320,000 tested, 0.16% active | AID 2174;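 active = inhibition above the mean of all tested compounds plus 3 SD, set per campaign, cut at about 14% in these data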;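 also: inhibitors block serine hydrolase probe labeling of LYPLA1 so polarization falls; 0% = enzyme with DMSO and 100% = wells lacking LYPLA1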
An asterisk follows results filed as active; / = not tested or not shown. This is a subset. The share of hits here may be higher or lower than overall.

SMILES	GSTO1 counter	Fam108B inh	PAD4 FP inh	PAFAH1B3 FP inh	PAFAH2 inh	PAFAH1B2 FP inh	pPAFAH FP inh	PME-1 inh	LYPLA1 counter
CSc1ncccc1C(=O)NCCc1ccc(S(N)(=O)=O)cc1	-4	-3	-1	7	-15	-2	0	-3	5
Cc1c(C(=O)Nc2c(N)nc(SCC(=O)NCC3CCCO3)[nH]c2=O)cccc1[N+](=O)[O-] (stereo not drawn)	6	1	3	7	1	3	8	0	-1
CCOc1ccc(OCC)c(NC(=O)CN2CCN(C(=O)c3ccco3)CC2)c1	1	1	2	3	-3	-1	7	5	2
Cc1ccc(S(=O)(=O)N2CC3CCCC2C3)cc1 (stereo not drawn)	4	6	-3	/	/	/	-4	-1	1
Cn1c(CNC(=O)C(Cc2ccccc2)NC(=O)c2cccc(F)c2)cc(=O)n(C)c1=O (stereo not drawn)	1	0	-4	8	0	4	-5	-3	-3
COC(=O)C1C2C=CC3(CN(CCc4ccccc4)C(=O)C13)O2 (stereo not drawn)	3	2	0	0	-4	0	2	2	0
Cc1nnc(NC(=O)c2nc(S(=O)(=O)Cc3ccccc3)ncc2Cl)s1	-9	-6	1	6	-5	5	2	-2	0
COc1ccc(OC)c(S(=O)(=O)NCCC2=CCCCC2)c1	3	0	3	-6	7	14	4	8	1
CC(C)(Oc1ccc(Cl)cc1)C(=O)OCC(=O)N1CCN(c2ccccc2)CC1	3	5	1	-1	5	3	5	-5	-2
O=C(CCCSc1nc(-c2ccco2)cc(C(F)(F)F)n1)Nc1ccc2c(c1)OCO2	-1	-2	-7	-1	-1	-1	18	3	-1
CCCNC(=O)OCCC12CC3CC(CC(C3)C1)C2	-2	2	3	6	9	23	-3	0	3
CC1CN(C(=O)c2ccccc2OCc2ccc(Cl)cc2Cl)CC(C)O1 (stereo not drawn)	/	/	-3	-1	4	6	-1	25	1
CCOc1cc(/C=N/NC(=O)Nc2ccccc2)ccc1O	11	2	6	4	0	-3	2	15	0
CCO[C@H]1OC(C(=O)N2CCN(Cc3ccc4c(c3)OCO4)CC2)=C[C@@H](c2ccc(C(F)(F)F)cc2)[C@@H]1CCCO	8	5	2	6	-1	0	5	-7	-3
Cn1c(SCC(=O)NCCc2ccccc2)nnc1-c1ccncc1	5	-2	-2	3	0	2	2	-3	-3
O=C(CSc1nnc(-c2ccco2)n1-c1ccccc1)NCc1ccc2c(c1)OCO2	17	4	0	3	-5	2	-3	0	-1
Cc1ccc(NC(=S)Nc2ccc(Cl)c(Cl)c2)c(OC(F)F)c1	3	-15	3	-5	-15	-5	-9	-4	-10
CC(C)(C)n1ncc2c(=O)n(CC(=O)N3CCCCCC3)cnc21	-1	1	0	3	-7	4	-2	0	2
C=CCn1c(-c2cccn(Cc3cccc(Cl)c3)c2=O)n[nH]c1=S	2	-2	1	-1	-1	1	-1	1	2
CC(=O)C[C@H](O)CC(=O)[C@H]1OC(=O)CCCCCc2ccccc21	/	/	1	4	13	4	-1	/	/
COc1ccc(-c2cn3cccnc3n2)cc1	-2	3	0	4	-3	2	2	-1	0
O=C(COC(=O)Cc1c(Cl)cccc1Cl)NCC1CCCO1 (stereo not drawn)	12	0	-4	-1	4	2	0	-3	-1
O=C(CSC1=Nc2ccccc2C2=NC(CC(=O)NCc3ccco3)C(=O)N12)NCc1ccco1 (stereo not drawn)	-2	0	-2	9	3	1	6	4	2
Clc1ccc2c(c1)c1cc(Cl)ccc1n2CN1CCOCC1	1	-6	-5	6	-5	-1	27*	0	-8
O=C(COc1ccccc1)Nc1ccc(S(=O)(=O)N2CCCCCC2)cc1	1	-3	-9	6	8	1	6	-2	-9
O=C(COC(=O)CC1CCCC1)Nc1ccc(OC(F)F)cc1	2	-9	-3	3	62*	1	28*	4	1
C=CCNC(=O)c1ccccc1NC(=O)c1ccccc1	3	2	-2	3	-4	1	1	-6	0
C/C(=N\NC(=O)C(c1ccccc1)c1ccccc1)c1ccccn1	7	1	2	2	8	1	3	-6	-1
CCc1sc2nc(SCC(=O)Nc3cc(C)on3)n(-c3cccc(OC)c3)c(=O)c2c1C	-7	-4	-2	2	-12	-3	-1	-9	-1
COc1ccc(N/N=C(/N=Nc2nc(C)cc(=O)[nH]2)c2ccccc2)cc1	17	9	-2	18	12	7	13	11	3

Compounds above with a CF3 group:
SMILES	GSTO1 counter	Fam108B inh	PAD4 FP inh	PAFAH1B3 FP inh	PAFAH2 inh	PAFAH1B2 FP inh	pPAFAH FP inh	PME-1 inh	LYPLA1 counter
O=C(CCCSc1nc(-c2ccco2)cc(C(F)(F)F)n1)Nc1ccc2c(c1)OCO2	-1	-2	-7	-1	-1	-1	18	3	-1
CCO[C@H]1OC(C(=O)N2CCN(Cc3ccc4c(c3)OCO4)CC2)=C[C@@H](c2ccc(C(F)(F)F)cc2)[C@@H]1CCCO	8	5	2	6	-1	0	5	-7	-3

(continued)
SMILES	GSTO1 counter	Fam108B inh	PAD4 FP inh	PAFAH1B3 FP inh	PAFAH2 inh	PAFAH1B2 FP inh	pPAFAH FP inh	PME-1 inh	LYPLA1 counter
CC(C)(C)NC(=O)COC(=O)c1cc(Br)ccc1Cl	2	-2	-8	5	16	5	3	-3	6
COCCn1nnnc1C(c1ccccc1OC)N1CCN(c2ccccc2)CC1 (stereo not drawn)	3	1	-4	1	-1	-4	2	3	1
CSc1ccccc1OCc1cc(C(=O)N(Cc2nccn2C)C(C)C)no1	1	0	-2	-2	-1	2	0	-1	0
Cc1ccc(NC(=O)CN2CCCC2)cc1Br	-2	-3	-5	14	-4	0	0	0	0
CCn1c(SCc2ccc(C(=O)Nc3cc(C)cc(C)c3)cc2)nnc1-c1ccncc1	-2	3	1	6	-2	3	3	4	-4
OCC[C@@H]1C[C@H](O)[C@@H](O)[C@]2(Cc3ccccc3O2)O1	0	3	0	-1	3	1	-2	-2	3
COc1ccc(-c2nnc(SCc3cc(C)ccc3C)n2N)cc1	1	-2	-8	5	2	8	-1	-8	-1
O=C(CSc1nnc(NC(=O)c2c(F)cccc2F)s1)NCc1ccc(F)cc1	2	0	-7	6	10	2	-3	1	2
O=C(CCN1CCCC1)Nc1cccc(Br)c1	-1	-5	-3	-1	1	0	-4	-2	-1
Cc1ccc(O)c(NC(=S)NC(=O)c2ccc(-c3ccc(Cl)cc3)o2)c1	-10	0	-7	-2	0	-1	5	14	-12
C#CCOCCOCCOCCNc1nc(N2CCN(C(=O)[C@H](CCCN=C(N)N)n3cc(C(N)[C@@H](C)CC)nn3)CC2)nc(N2CCN(C(=O)[C@H](CCC(=O)O)n3cc([C@@H](N)[C@H](C)CC)nn3)CC2)n1 (stereo partly drawn)	/	/	-2	5	-4	-2	3	/	/
Cc1ccc(/C=C/C(=O)O)cc1S(=O)(=O)N1CCc2ccccc2C1	-1	0	-4	9	14	7	3	-2	0
CCCCN(C(=O)CSc1nnnn1C)C1CCS(=O)(=O)C1 (stereo not drawn)	/	/	3	-1	1	1	-1	-1	-1
COc1ccc(-n2c(-c3ccc(Br)cc3)c[n+]3c2CCCCC3)cc1	-1	1	-6	/	/	/	-1	-2	2
c1ccc(-c2csc(NC3CCCCC3)n2)cc1	4	-5	2	-4	0	3	4	0	4
Cc1ccccc1-n1nc(-c2ccc(N)cc2)cc1N	10	3	-7	5	-2	5	2	-1	-2
O=S(=O)(c1cccs1)N1CCN(c2ncccn2)CC1	2	1	2	-1	2	0	9	9	2
CC(C)[C@H](N)c1nnc(SCc2ccc(Cl)cc2)o1	-2	-1	-6	6	-6	34*	-1	0	-4
COc1ccccc1NS(=O)(=O)c1ccc(NC(=O)c2ccncc2)cc1	2	-4	-6	3	7	3	2	15	0
CC1CCN(C(=O)CC#N)CC1	13	-5	2	2	9	3	-6	-2	-2
O=C(c1ccco1)N1CCN(C2CC(=O)N(c3ccc(C(F)(F)F)cc3)C2=O)CC1 (stereo not drawn)	0	0	-3	-3	-4	-1	11	-6	-1
Cc1cccc(/C=N/n2c(-c3ccccn3)n[nH]c2=S)c1	1	3	-4	/	/	/	4	3	-2
O=C(Nc1cc(=O)[nH]c2ncnn12)c1ccccc1	2	1	-4	8	-1	4	2	2	4
Clc1ccc(OCCCCN2CCCCC2)cc1	1	3	2	4	-2	2	3	-4	3
Fc1ccc(-n2[nH]nnc2=S)cc1N1CCCC1	9	0	4	2	1	4	8	2	-2
CN(CC(=O)O)c1ccc(S(=O)(=O)N2CCOCC2)cc1[N+](=O)[O-]	6	3	2	9	2	4	-2	2	4
CCCCNc1c(-c2ccc(OC)c(SC3CCCCC3)c2)nc2ccc(Cl)cn12	/	/	-1	16	6	1	0	/	/
CC1=CCC(C(=O)N/N=C/c2cccs2)C(c2ccc(F)cc2)C1 (stereo not drawn)	-4	-3	-4	8	0	-1	0	-1	4
CCOc1ccc(C(c2c(NC(=O)c3ccccc3)sc(C)c2C)N2CCN(CCO)CC2)cc1 (stereo not drawn)	4	9	-1	2	0	8	5	9	0
COc1ccccc1-n1cnnc1SCC(=O)NCc1cccs1	3	-3	-2	13	2	4	-3	-2	-3
Cc1cc(C)c(NC(=O)CSc2nccn2C)c(C)c1	1	-5	-1	-5	-3	-6	3	4	-4
CS(=O)(=O)c1ccccc1C(=O)Nc1cc(Cl)ccc1-n1cncn1	-1	1	1	1	6	-3	-2	-2	1
COC(=O)c1cccc(N(CC(=O)NC2CCCC2)C(=O)CCC(=O)Nc2cc(C)on2)c1	-1	1	1	-2	-1	3	4	3	-4
COc1cc2[nH]c(=O)n(CCCC(=O)N3CC=C(c4ccccc4)CC3)c(=O)c2cc1OC	-7	-4	-11	12	-1	-3	-11	-14	-7
C/C(=N\OCC(=O)N/N=C/c1ccccc1O)c1cccs1	-4	-2	-3	3	1	1	8	-4	0
COc1ccc(/C=N/NC(=O)c2[nH]c3ccc(Br)cc3c2-c2ccccc2)cc1	3	-19	4	7	-31	-3	20	-20	-32
Nc1c(C(=O)NC2CCCC2)c2nc3ccccc3nc2n1/N=C/c1cccnc1	1	-2	-4	1	7	-2	1	-2	-4
COc1cccc(NC(=O)COC(=O)C2CCN(S(=O)(=O)c3cccs3)CC2)c1	-4	1	-3	-6	5	-3	9	3	-1
O=C(CCn1c(=O)[nH]c2ccsc2c1=O)N1CCN(Cc2ccc3c(c2)OCO3)CC1	-7	-1	-2	-12	-16	-6	4	1	0
CCc1noc(C)c1C(=O)OCC(=O)N(CCOC)c1c(N)n(Cc2ccccc2)c(=O)[nH]c1=O	5	4	-5	9	1	5	7	-4	2
CCc1ccc(C(C(=O)NC(C)(C)CC)N(Cc2ccco2)C(=O)Cn2nnc3ccccc32)cc1 (stereo not drawn)	5	-3	1	5	4	2	0	0	-5
O=C(NCCN1CCCCC1)/C(=C/c1ccco1)NC(=O)c1ccccc1	-3	1	-5	-1	-7	-1	1	-1	3
CC1=NN(c2ccccc2)C(=O)C1C=Nc1ccccc1O (stereo not drawn)	15	3	-2	5	5	8	5	14	5
COC(=O)c1c(C)n(-c2ccccc2)c2ccc(O)cc12	4	-4	-5	11	-3	0	12	3	-2
OCCNCc1cc(Br)ccc1OCc1ccc(Cl)cc1	2	-2	-4	6	-1	1	-4	-1	-1
COc1ccc(OC)c(N(CC(=O)NCCSCc2ccc(C)cc2)S(C)(=O)=O)c1	3	0	0	9	0	12	2	-1	4
Cc1nn(-c2nc3ccccc3[nH]2)c(=O)c2ccccc12	-6	1	-2	4	7	2	2	3	-5
COc1ccccc1OCCCOc1ccc([N+](=O)[O-])cc1Cl	2	3	-1	6	1	0	2	5	3
CCN(CC(=O)Nc1c(F)cccc1F)C(=O)c1ccc(C#N)cc1	0	-1	-2	3	3	-3	0	-11	6

Source: PubChem
